High-throughput results from PubChem.
Mtb BioA inh: inhibitors of Mycobacterium tuberculosis BioA enzyme; inhibition, % at 9.99 µM; actives 0.096% (n = 360,000); purified M. tuberculosis BioA enzyme, plate reader; in the data active means inhibition above about 40%
* hit, by the source's call. Only part of the results is shown; the hit share may differ from the screen's.

The opening five records (preview)
Screening CN(C)CC(=O)Nc1ccc2c(c1)[C@H]1C[C@@H](CC(=O)NC3CCCC3)O[C@H](CO)[C@H]1O2 returned Mtb BioA inh -2.4.
Screening C[C@H](CO)N1C[C@H](C)[C@H](CN(C)C(=O)CCN2CCCCC2)Oc2ncc(C#Cc3ccccn3)cc2C1=O returned Mtb BioA inh -3.5.
Screening Cc1noc(C)c1S(=O)(=O)Nc1ccc2c(c1)C(=O)N([C@@H](C)CO)C[C@@H](C)[C@@H](CN(C)Cc1ccc(C(F)(F)F)cc1)OCCCC[C@@H](C)O2 returned Mtb BioA inh 0.6.
C[C@H](CO)N1C[C@H](C)[C@@H](CN(C)C(=O)c2ccncc2)Oc2ncc(C#C[C@@H](C)O)cc2C1=O was read as Mtb BioA inh -1.6.
`C[C@H]1CN([C@@H](C)CO)C(=O)Cc2cc(NS(=O)(=O)c3cccs3)ccc2O[C@H]1CN(C)Cc1ccc(Oc2ccccc2)cc1` gave Mtb BioA inh 1.5.

Main list, from the first entry:
Screening CN(C)CC(=O)Nc1ccc2c(c1)[C@H]1C[C@@H](CC(=O)NC3CCCC3)O[C@H](CO)[C@H]1O2 returned Mtb BioA inh -2.4.
Screening C[C@H](CO)N1C[C@H](C)[C@H](CN(C)C(=O)CCN2CCCCC2)Oc2ncc(C#Cc3ccccn3)cc2C1=O returned Mtb BioA inh -3.5.
Screening Cc1noc(C)c1S(=O)(=O)Nc1ccc2c(c1)C(=O)N([C@@H](C)CO)C[C@@H](C)[C@@H](CN(C)Cc1ccc(C(F)(F)F)cc1)OCCCC[C@@H](C)O2 returned Mtb BioA inh 0.6.
C[C@H](CO)N1C[C@H](C)[C@@H](CN(C)C(=O)c2ccncc2)Oc2ncc(C#C[C@@H](C)O)cc2C1=O was read as Mtb BioA inh -1.6.
`C[C@H]1CN([C@@H](C)CO)C(=O)Cc2cc(NS(=O)(=O)c3cccs3)ccc2O[C@H]1CN(C)Cc1ccc(Oc2ccccc2)cc1` gave Mtb BioA inh 1.5.
`C[C@@H]1CN([C@@H](C)CO)C(=O)c2cc(NS(C)(=O)=O)ccc2O[C@H]1CN(C)S(=O)(=O)c1ccccc1` gave Mtb BioA inh 0.3.
For C[C@@H]1CN([C@H](C)CO)S(=O)(=O)c2ccc(C#CC(C)(C)O)cc2O[C@@H]1CN(C)Cc1ccccc1 the results were Mtb BioA inh -0.8.
For O=C(C[C@H]1CC[C@@H]2NC[C@@H](O)COC[C@H]2O1)NCc1ccc(Oc2ccccc2)cc1 the results were Mtb BioA inh -2.8.
`COc1ccc(S(=O)(=O)N(C)C[C@@H]2OCCCC[C@@H](C)Oc3ccc(NC(=O)Cc4ccccc4)cc3C(=O)N([C@@H](C)CO)C[C@H]2C)cc1` gave Mtb BioA inh -3.0.
COc1ccc(NC(=O)Nc2ccc3c(c2)CC(=O)N([C@@H](C)CO)C[C@@H](C)[C@@H](CN(C)Cc2ccc(C(=O)O)cc2)O3)cc1 was read as Mtb BioA inh 3.9.
For COc1cccc(S(=O)(=O)N2C[C@@H](O)COC[C@H]3O[C@H](CC(=O)N4CCOCC4)CC[C@@H]32)c1 the results were Mtb BioA inh 0.2.
CN1CCN(C(=O)C[C@@H]2CC[C@H]3[C@@H](COC[C@H](O)CN3C(=O)Cc3ccccc3)O2)CC1 was read as Mtb BioA inh -1.6.
`CO[C@H]1CC[C@H]2CCOc3c(C#N)cccc3C(=O)N(C)C[C@@H](OC)[C@H](C)C(=O)N(C)C[C@H]1O2` gave Mtb BioA inh -1.1.
For CN(C)C(=O)c1cccc(-c2ccc3c(c2)[C@@H]2[C@@H](CCN2C(=O)C2CCCCC2)[C@@H](CO)N3)c1 the results were Mtb BioA inh 0.2.
`C[C@H](CO)N1C[C@H](C)[C@@H](CN(C)Cc2cccnc2)Oc2ncc(-c3cccc(F)c3)cc2C1=O` gave Mtb BioA inh 4.2.
`C[C@@H]1CN([C@@H](C)CO)C(=O)Cc2cc(N(C)C)ccc2O[C@@H]1CN(C)Cc1ccncc1` gave Mtb BioA inh -1.0.
For O=C(c1ccncc1)N1C[C@@H]2[C@H](c3ccccc31)[C@H](CO)N2C(=O)c1ccccc1F the results were Mtb BioA inh -2.4.
`CCC(=O)Nc1ccc2c(c1)C(=O)N(C)C[C@H](OC)[C@@H](C)CN(C(=O)Cc1ccccn1)[C@H](C)CO2` gave Mtb BioA inh 9.2.
`CO[C@H]1CN(C)C(=O)c2cc(NC(=O)c3ccc4c(c3)OCO4)ccc2OC[C@H](C)N(CCC(F)(F)F)C[C@H]1C` gave Mtb BioA inh -1.2.
C[C@H](CO)N1C[C@H](C)[C@@H](CN(C)Cc2ccc(C(=O)O)cc2)OCCCC[C@H](C)Oc2ccc(NC(=O)c3ccncc3)cc2C1=O was read as Mtb BioA inh -2.3.
Screening O=C(C[C@H]1CC[C@@H]2[C@H](COC[C@@H](O)CN2Cc2cccc(C(F)(F)F)c2)O1)NCc1ccncc1 returned Mtb BioA inh -1.5.
CN1C(=O)c2cc(NC(=O)c3ccc(F)cc3)ccc2OC[C@H]2O[C@H](CC(=O)N3CCOCC3)CC[C@@H]21 was read as Mtb BioA inh 0.1.
`COc1cccc(-c2ccc3n(c2=O)C[C@H]2[C@H](CO)[C@@H](C(=O)NCCN4CCCCC4)N(C)[C@@H]32)c1` gave Mtb BioA inh 1.4.
For CN(C)C(=O)c1cccc(-c2ccc([C@@H]3[C@@H](CO)N(C(=O)C4CCCCC4)[C@H]3C#N)cc2)c1 the results were Mtb BioA inh 1.1.
CC=Cc1ccc2n(c1=O)C[C@@H]1N[C@H]2[C@H](C(=O)NCc2ccc3c(c2)OCO3)[C@H]1CO (mixture of isomers) was read as Mtb BioA inh -0.3.
Screening C[C@H](CO)N1C[C@H](C)[C@@H](CN(C)C(=O)Nc2ccc(C(F)(F)F)cc2)Oc2ccc(NS(=O)(=O)c3ccc(F)cc3)cc2CC1=O returned Mtb BioA inh 2.2.
`C[C@@H](O)C#Cc1cnc2c(c1)C(=O)N([C@@H](C)CO)C[C@H](C)[C@@H](CN(C)C(=O)Cc1ccccn1)O2` gave Mtb BioA inh 1.9.
Screening C[C@H]1CN([C@@H](C)CO)C(=O)c2cccc(NC(=O)Nc3ccc(F)cc3)c2O[C@H]1CN(C)S(=O)(=O)c1ccc(F)cc1 returned Mtb BioA inh -0.5.
Screening Cc1noc(C)c1S(=O)(=O)N(C)C[C@@H]1OCCCC[C@H](C)Oc2ccc(NS(=O)(=O)c3cn(C)cn3)cc2C(=O)N([C@H](C)CO)C[C@@H]1C returned Mtb BioA inh -1.9.
COCC(=O)N(C)C[C@H]1Oc2cc(-c3ccccc3F)ccc2S(=O)(=O)N([C@@H](C)CO)C[C@@H]1C was read as Mtb BioA inh -0.8.
For CCCNC(=O)Nc1ccc2c(c1)C(=O)N(C)[C@H]1CC[C@@H](CC(=O)NCc3ccccc3)O[C@H]1CO2 the results were Mtb BioA inh -2.3.
COc1ccccc1CNC(=O)C[C@@H]1C[C@@H]2c3cc(NC(=O)c4cccnc4)ccc3O[C@@H]2[C@@H](CO)O1 was read as Mtb BioA inh 20.1.
Screening O=C(C[C@H]1CC[C@@H]2[C@H](COC[C@H](O)CN2S(=O)(=O)c2ccc(F)cc2)O1)NCCN1CCCCC1 returned Mtb BioA inh -1.7.
For O=C(C[C@H]1C[C@H]2c3cc(NC(=O)Nc4ccccc4F)ccc3O[C@H]2[C@H](CO)O1)NCc1ccncc1 the results were Mtb BioA inh -0.4.
For CC=Cc1ccc2n(c1=O)C[C@H]1[C@H](CO)[C@@H](C(=O)NCc3ccccn3)[C@@H]2N1C (mixture of isomers) the results were Mtb BioA inh 1.5.
Screening CC(C)NC(=O)N(C)C[C@H]1Oc2ccc(NC(=O)C3CCCCC3)cc2CC(=O)N([C@@H](C)CO)C[C@H]1C returned Mtb BioA inh 0.2.
For COC(=O)C(CC#Cc1ccc2c(c1)[C@]1(C(=O)N2)[C@H](c2ccc(OCCO)cc2)N2[C@H](c3ccccc3)[C@H](c3ccccc3)OC(=O)[C@H]2[C@@H]1C(=O)NC[C@H](O)c1ccccc1)C(=O)OC the results were Mtb BioA inh -5.0.
CCCC#Cc1ccc2c(c1)O[C@@H](CN(C)C(=O)C1CCCCC1)[C@@H](C)CN([C@H](C)CO)S2(=O)=O was read as Mtb BioA inh 0.1.
C[C@@H]1CN([C@H](C)CO)S(=O)(=O)c2ccc(C3=CCCC3)cc2O[C@H]1CN(C)C(=O)c1ccccn1 was read as Mtb BioA inh 0.2.
`CCC(=O)N1[C@@H]2c3ccc(C4=CCCC4)c(=O)n3C[C@@H]2[C@@H](CO)[C@@H]1C(=O)NC1CCC1` gave Mtb BioA inh -1.8.
Screening C[C@H]1CN([C@@H](C)CO)C(=O)c2cc(NC(=O)Nc3ccc4c(c3)OCO4)ccc2O[C@@H]1CN(C)S(=O)(=O)c1ccc(F)cc1 returned Mtb BioA inh -0.7.
`CC(=O)N1[C@@H]2Cn3c(ccc(-c4ccccc4)c3=O)[C@H]1[C@@H](C(=O)N1CCN(C)CC1)[C@@H]2CO` gave Mtb BioA inh -0.2.
Screening COc1cccc(CNC(=O)C[C@@H]2CC[C@H](NC(=O)C3CCOCC3)[C@@H](CO)O2)c1 returned Mtb BioA inh -1.9.
O=C(Nc1ccccc1)[C@H]1[C@H](CO)[C@H]2Cn3c(cccc3=O)[C@H]2N1C(=O)C1CCCC1 was read as Mtb BioA inh 0.4.
CN(C)CCCNC(=O)C[C@@H]1CC[C@H]2[C@@H](COC[C@H](O)CN2S(=O)(=O)c2ccc(F)cc2)O1 was read as Mtb BioA inh -2.2.
Screening C[C@H](CO)N1C[C@H](C)[C@@H](CN(C)S(=O)(=O)c2cccs2)Oc2ccc(NC(=O)Nc3ccc(F)cc3)cc2CC1=O returned Mtb BioA inh -0.5.
C[C@@H]1CN([C@@H](C)CO)C(=O)c2cccc(NC(=O)CCCCCC(=O)Nc3ccccc3N)c2O[C@H]1CN(C)C(=O)Nc1ccccc1 was read as Mtb BioA inh -0.3.
C[C@@H]1CN([C@H](C)CO)C(=O)CCCn2nncc2CO[C@@H]1CN(C)Cc1ccccc1 was read as Mtb BioA inh -0.2.
`O=C(c1ccc2c(c1)OCO2)N1C[C@H]2[C@@H](c3ccccc31)[C@H](CO)N2Cc1cccnc1` gave Mtb BioA inh 0.5.
CC(=O)N1[C@@H]2c3ccc(-c4ccc(F)cc4)c(=O)n3C[C@@H]2[C@@H](CO)[C@@H]1C(=O)N(C)C was read as Mtb BioA inh -3.4.
Screening COc1cccc(-c2cn(CC[C@@H]3CC[C@@H](NC(=O)CN(C)C)[C@@H](CO)O3)nn2)c1 returned Mtb BioA inh -0.7.
For COc1cccc(NC(=O)N2C[C@@H](O)COC[C@H]3O[C@@H](CC(=O)NC4Cc5ccccc5C4)CC[C@@H]32)c1 the results were Mtb BioA inh -0.3.
Screening C[C@@H]1CN([C@H](C)CO)C(=O)c2cc(NC(=O)Cc3cn(C)c4ccccc34)ccc2O[C@H]1CN(C)Cc1ccc(C(=O)Nc2ccccc2N)cc1 returned Mtb BioA inh -0.6.
Cc1ccc(S(=O)(=O)N[C@@H]2CC[C@@H](CC(=O)NCc3ccncn3)O[C@@H]2CO)cc1 was read as Mtb BioA inh -0.5.
Screening C[C@@H]1CN([C@@H](C)CO)S(=O)(=O)c2ccc(C3=CCCC3)cc2O[C@@H]1CN(C)C(=O)Nc1ccc2c(c1)OCO2 returned Mtb BioA inh -1.0.
`COc1ccc(-c2cn(CC[C@@H]3CC[C@H](NS(=O)(=O)c4ccccc4C)[C@@H](CO)O3)nn2)cc1` gave Mtb BioA inh 1.2.
Screening C[C@@H]1CN([C@@H](C)CO)C(=O)c2cc(NC(=O)Nc3ccc(F)cc3)ccc2O[C@@H](C)CCCCO[C@@H]1CN(C)Cc1ccc(C(F)(F)F)cc1 returned Mtb BioA inh -1.9.
O=C(Nc1ccc(Cl)c(Cl)c1)N[C@@H]1CC[C@@H](CCNC(=O)c2ccc(F)cc2)O[C@H]1CO was read as Mtb BioA inh -5.5.
Screening O=C(C[C@H]1C[C@H]2c3cc(NS(=O)(=O)c4ccc(F)cc4)ccc3O[C@H]2[C@@H](CO)O1)NCCN1CCCCC1 returned Mtb BioA inh 2.0.
Screening C[C@@H]1CCCCO[C@@H](CN(C)S(=O)(=O)c2ccccc2)[C@@H](C)CN([C@H](C)CO)C(=O)c2cc(NC(=O)Nc3ccc(F)cc3)ccc2O1 returned Mtb BioA inh -2.0.

The final 2 compounds of the section before lead into the next:
Screening O=C(C[C@H]1C[C@H]2c3cc(NS(=O)(=O)c4ccc(F)cc4)ccc3O[C@H]2[C@@H](CO)O1)NCCN1CCCCC1 returned Mtb BioA inh 2.0.
Screening C[C@@H]1CCCCO[C@@H](CN(C)S(=O)(=O)c2ccccc2)[C@@H](C)CN([C@H](C)CO)C(=O)c2cc(NC(=O)Nc3ccc(F)cc3)ccc2O1 returned Mtb BioA inh -2.0.
`CNC[C@H]1Oc2c(NC(=O)c3cc(C)nn3C)cccc2C(=O)N([C@@H](C)CO)C[C@@H]1C` gave Mtb BioA inh -2.8.
Screening Cc1noc(C)c1NC(=O)N(C)C[C@@H]1OCCCC[C@H](C)Oc2ccc(NS(=O)(=O)c3c(C)noc3C)cc2C(=O)N([C@H](C)CO)C[C@@H]1C returned Mtb BioA inh -0.3.
`C[C@@H]1CN([C@H](C)CO)C(=O)c2cc(C#Cc3ccccn3)cnc2O[C@H]1CN(C)Cc1cccnc1` gave Mtb BioA inh 2.9.
Screening Cc1ccc(S(=O)(=O)N2C[C@@H](O)COC[C@@H]3O[C@H](CC(=O)NCC4CCCCC4)CC[C@H]32)cc1 returned Mtb BioA inh 0.7.
Screening C[C@H](CO)N1C[C@H](C)[C@H](CN(C)Cc2ccc(Oc3ccccc3)cc2)Oc2ccc(NC(=O)Cc3cn(C)c4ccccc34)cc2CC1=O returned Mtb BioA inh -1.9.
`Cc1ccc(S(=O)(=O)Nc2cccc3c2O[C@H](CN(C)C(=O)NC(C)C)[C@H](C)CN([C@H](C)CO)C3=O)cc1` gave Mtb BioA inh -2.1.
`CO[C@H]1CN(C)C(=O)c2cc(NC(C)=O)ccc2OC[C@H](C)N(C(=O)C2CCOCC2)C[C@@H]1C` gave Mtb BioA inh -0.7.
Screening CCCC#Cc1cnc2c(c1)C(=O)N([C@@H](C)CO)C[C@H](C)[C@H](CN(C)Cc1ccc(C(=O)O)cc1)O2 returned Mtb BioA inh 2.1.
For CC(=O)NC[C@@H]1[C@@H](c2ccc(-c3ccccc3)cc2)[C@H](CO)N1C(=O)C1CC1 the results were Mtb BioA inh 1.2.
`O=C(NC[C@H]1N[C@H](CO)[C@@H]1c1ccc(-c2ccccc2F)cc1)c1ccccc1` gave Mtb BioA inh -5.1.
